# phage Ecoli inh = E. coli growth loss with phage present; growth absorbance; inhibition, % at 11.9 µM; 360,000 compounds, 0.26% hits; AID 651602; in the data active = inhibition above about 11%
# PKA-R2B activ = activates the human PKA-R2B holoenzyme complex; PKA-R2B holoenzyme dissociation, Cy5-IP20 fluorescence polarization; R2B truncated from residue 108, S112A mutant; 0% DMSO only, 100% 113 µM cGMP; 340,000 compounds, 0.079% hits; activation, % at 11.4 µM;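 active = activation above a cutoff set at the mean over all compounds plus 3 SD, cut at about 18% in these data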;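 note: higher means more holoenzyme dissociation and a rise in polarization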
# CDK5 p35 inh = CDK5/p35 (human) kinase inhibition; Recombinant CDK5/p35, ADP-Glo luminescence, 60 min; inhibition, % at 10 µM; 330,000 compounds, 0.01% hits; AID 488839;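 active = highest replicate inhibition of at least 50% and at least 75% of replicates reaching 50%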;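 note: plate controls were DMSO neutral control for no effect and GW8510 at 10 µM for full effect; many of its hits are not listed in these tables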
# HTR5A ag ctr = activates human HTR5A in OPRM1-OPRD1 agonist counter-screen. P47898. HTR5A agonist assay, luminescence, cell-based. activation, % at 9.3 µM. 340,000 compounds, 0.61% hits; in the data active = activation mostly above about 9.5%, no sharp cut-off; inactive = mostly below about 7.6%;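 note: 0% = cells with vehicle only and 100% = reference agonist; strong numbers were not always called active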
# Target sequence (P47898 whole entry, looked up): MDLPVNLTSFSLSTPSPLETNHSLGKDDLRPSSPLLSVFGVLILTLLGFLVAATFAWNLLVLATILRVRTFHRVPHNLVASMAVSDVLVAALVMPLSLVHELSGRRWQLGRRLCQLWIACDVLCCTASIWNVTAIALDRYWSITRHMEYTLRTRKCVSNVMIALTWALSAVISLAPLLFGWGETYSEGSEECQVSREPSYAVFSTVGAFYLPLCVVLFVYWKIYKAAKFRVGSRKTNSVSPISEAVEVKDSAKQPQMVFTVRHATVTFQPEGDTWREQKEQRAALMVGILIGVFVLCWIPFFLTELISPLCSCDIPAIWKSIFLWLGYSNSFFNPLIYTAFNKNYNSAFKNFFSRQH
# SUMO Mot1 rescue = blocks SUMOylation pathway, rescuing yeast Mot1-301 growth. growth rescue, % at 18.8 µM. S. cerevisiae Mot1-301 growth rescue, ATP luminescence, 38.5C; percent above DMSO median, 100 means doubled. 320,000 compounds, 1% hits;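 active = every valid replicate shows activation above 250% relative to neutral control wells; inactive = the rest, any valid replicate at or below 250%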;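 note: OY570 slx delta 5 strain wells were the positive control but not used for scaling; some compounds called inactive have numbers as strong as hits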
# HTR5A inv ag = inverse agonist of human HTR5A in OPRM1-OPRD1 counter-screen | P47898 | HTR5A cell line, luminescence, inverse agonism | inhibition, % at 9.3 µM | 340,000 compounds, 0.083% hits | AID 504634; in the data active = inhibition mostly above about 23%, no sharp cut-off; inactive = mostly below about 18%;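 note: 0% = cells with DMSO and 100% = no-cell wells with DMSO; some compounds called inactive have numbers as strong as hits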
# Tat export inh = inhibitors of E. coli Tat protein transport | inhibition, % at 10 µM | E. coli MC4100 TorA-mCherry Tat export, fluorescence | 340,000 compounds, 0.036% hits | AID 488895;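 active = mean replicate inhibition at least 50% and at least half of replicates individually reaching 50%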;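 note: exported cargo escapes ClpAP degradation while cytoplasmic cargo is degraded and loses fluorescence; 0% = median of neutral control wells and 100% = median of NaSCN control wells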
# Ecoli viability = reduces bacterial viability in AddAB counter-screen; 330,000 compounds, 0.27% hits; inhibition, % at 11.9 µM; E. coli V3065 growth, OD600 absorbance, 18 h; AID 449728;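 active = inhibition above the campaign's mean inhibition across all tested compounds plus 3 SD, cut at about 9.9% in these data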;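 note: uninfected addAB+ strain grown without phage in ampicillin broth; 0% = DMSO wells and 100% = ciprofloxacin 0.95 µg/ml wells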
# DAGLB inhibitor = diacylglycerol lipase beta (human) inhibition | Q8NCG7 | HEK293T DAGLB membrane lysate, EnzChek fluorogenic substrate | inhibition, % at 5.17 µM | 340,000 compounds, 0.059% hits | AID 504411; in the data active = inhibition above about 34%;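 note: 0% = enzyme with vehicle and 100% = wells lacking enzyme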
# Target sequence (Q8NCG7 whole entry, looked up): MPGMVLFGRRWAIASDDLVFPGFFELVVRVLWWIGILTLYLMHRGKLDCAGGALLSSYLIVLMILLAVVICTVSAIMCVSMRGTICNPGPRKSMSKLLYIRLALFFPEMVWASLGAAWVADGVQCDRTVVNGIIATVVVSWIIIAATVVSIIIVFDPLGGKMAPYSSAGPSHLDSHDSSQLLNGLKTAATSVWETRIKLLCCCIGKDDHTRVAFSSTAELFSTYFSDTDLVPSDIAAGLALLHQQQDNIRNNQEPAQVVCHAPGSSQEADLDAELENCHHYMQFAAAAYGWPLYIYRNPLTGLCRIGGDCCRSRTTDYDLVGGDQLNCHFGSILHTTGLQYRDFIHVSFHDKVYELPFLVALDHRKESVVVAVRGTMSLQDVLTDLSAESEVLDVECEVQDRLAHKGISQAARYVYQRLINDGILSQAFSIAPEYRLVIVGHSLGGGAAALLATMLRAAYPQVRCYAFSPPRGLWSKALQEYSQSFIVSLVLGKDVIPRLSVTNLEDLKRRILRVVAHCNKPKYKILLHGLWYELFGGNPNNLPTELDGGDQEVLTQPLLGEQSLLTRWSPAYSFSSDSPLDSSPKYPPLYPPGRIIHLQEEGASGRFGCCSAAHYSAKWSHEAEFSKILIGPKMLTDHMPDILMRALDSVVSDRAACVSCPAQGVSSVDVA
# AddAB inh = less growth of phage-infected E. coli with AddAB. E. coli expressing H. pylori AddAB, absorbance growth. inhibition, % at 11.9 µM. 330,000 compounds, 0.29% hits; in the data active = inhibition above about 12%;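 note: 0% = vehicle wells of infected cells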
# PKA-R1A act = PKA-R1A complex activation; PKA-R1A dissociation, Cy5-IP20 fluorescence polarization; scaled: DMSO 0%, 113 µM cGMP 100%; activation, % at 11.4 µM; 340,000 compounds, 0.083% hits;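 active = percent activation above the mean of all tested compounds plus 3 SD, cut at about 19% in these data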;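 note: higher means more PKAc released from R1A so a rise in polarization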
# An asterisk follows results filed as active; / = no result given. The order is random. Share with any hit: about 2.3%.
SMILES	phage Ecoli inh	PKA-R2B activ	CDK5 p35 inh	HTR5A ag ctr	SUMO Mot1 rescue	HTR5A inv ag	Tat export inh	Ecoli viability	DAGLB inhibitor	AddAB inh	PKA-R1A act
CCN1CCN(Cc2nc3c(c(=O)n(C)c(=O)n3C)n2CC(=O)c2ccccc2)CC1	2.7	-3	-0.2	-1	91	3	-7	-4.5	2	-3.7	-2
NC(=O)C1Cc2ccccc2CN1C(=O)c1cccc(Oc2ccccc2)c1 (stereo not given)	-0.2	1	-0.4	0	-11	-30	0	-0.9	2	-0.7	3
COCCNC(=O)CSc1nc2ccccc2c(=O)n1CCCC(=O)NCc1ccccc1	3.4	2	-0.1	-4	-18	10	-3	-1.6	1	2.1	0
CSc1nnc(C2CCCN2)n1C (stereo not given)	0.5	-6	-0.2	-2	/	-21	3	-2.3	0	-1.5	5
O=C(CN1C(=O)COc2ccc(S(=O)(=O)N3CCOCC3)cc21)NCc1ccccn1	2.1	2	0.1	3	189	12	-4	1.4	-2	1.3	-5
O=C1C(Cl)=C(NC2CCCCC2)C(=O)N1c1ccc(Cl)cc1	0.1	5	-3.2	-1	20	-5	-3	1.2	-13	2.3	0
Cc1occc1-c1nnc(SCC(=O)NC(=O)NC(C)C)n1N	4.2	9	2.0	1	401	-2	-9	-1.3	-3	0.2	5
O=C(N/N=C/c1ccccn1)c1cc(-c2ccc3ccccc3c2)n[nH]1	0.2	4	0.3	7	0	-22	-5	-1.4	3	5.6	1
COc1ccc(NC(=O)CCC(=O)OCc2ccc([N+](=O)[O-])cc2)cc1	3.4	-5	-0.5	3	633	21	13	-0.3	-2	3.1	-5
COc1cc(OC)cc(C(=O)NC2CCSC2=O)c1 (stereo not given)	-1.1	-6	2.0	1	11	-27	-10	-1.5	0	2.2	1
O=C(CC1CCCC1)Nc1cc(C(F)(F)F)ccc1-n1cncn1	6.0	-16	0.1	6	0	-17	11	-0.9	-1	-0.8	-2
COc1cc(S(=O)(=O)N(Cc2ccccc2)Cc2ccccn2)ccc1-n1cnnn1	-1.4	-4	1.0	-1	-7	-12	5	-2.2	-3	0.4	6
Cc1ccc(S(=O)(=O)n2cnc3cc([N+](=O)[O-])ccc32)c(C)c1C	0.5	-7	1.0	3	-7	23	0	-0.7	1	-0.6	-3
CC(C)(O[C@@H]1O[C@H](CO)[C@@H](O)[C@H](O)[C@H]1O)[C@H]1Cc2cc3ccc(=O)oc3cc2O1	4.3	-5	2.2	0	-8	-14	0	0.7	-3	1.3	8
CCCCCCCn1ccc(=N)cc1	4.4	-2	2.4	2	-5	-4	13	4.5	6	5.1	-11
NNC(=O)c1cc2sccc2s1	0.4	5	1.8	6	90	-16	-5	3.0	-12	-0.4	-7

# Full records from above. Order of screens: phage Ecoli inh, PKA-R2B activ, CDK5 p35 inh, HTR5A ag ctr, SUMO Mot1 rescue, HTR5A inv ag, Tat export inh, Ecoli viability, DAGLB inhibitor, AddAB inh, PKA-R1A act
# COc1cc(S(=O)(=O)N(Cc2ccccc2)Cc2ccccn2)ccc1-n1cnnn1 reads -1.4, -4, 1.0, -1, -7, -12, 5, -2.2, -3, 0.4, 6
# NC(=O)C1Cc2ccccc2CN1C(=O)c1cccc(Oc2ccccc2)c1 (stereo not given) reads -0.2, 1, -0.4, 0, -11, -30, 0, -0.9, 2, -0.7, 3
# CC(C)(O[C@@H]1O[C@H](CO)[C@@H](O)[C@H](O)[C@H]1O)[C@H]1Cc2cc3ccc(=O)oc3cc2O1 reads 4.3, -5, 2.2, 0, -8, -14, 0, 0.7, -3, 1.3, 8
# COc1cc(OC)cc(C(=O)NC2CCSC2=O)c1 (stereo not given) reads -1.1, -6, 2.0, 1, 11, -27, -10, -1.5, 0, 2.2, 1
# O=C(N/N=C/c1ccccn1)c1cc(-c2ccc3ccccc3c2)n[nH]1 reads 0.2, 4, 0.3, 7, 0, -22, -5, -1.4, 3, 5.6, 1

# Next part.
SMILES	phage Ecoli inh	PKA-R2B activ	CDK5 p35 inh	HTR5A ag ctr	SUMO Mot1 rescue	HTR5A inv ag	Tat export inh	Ecoli viability	DAGLB inhibitor	AddAB inh	PKA-R1A act
CCOc1ccc(S(=O)(=O)N(C(=O)c2ccco2)c2cc3sc(=O)oc3c3ccccc23)cc1	2.9	-11	-2.6	6	-9	-31	2	0.3	6	5.8	-5
CCC(C)(C)n1nnnc1C(c1cc2cccc(C)c2[nH]c1=O)N1CCN(C(=O)c2ccco2)CC1 (stereo not given)	2.5	2	-2.5	6	2	-5	6	2.1	1	1.2	19*
Cc1cc(Br)ccc1NC(=O)CN(C)C(=O)C1CCN(C(=O)c2ccc(Cl)cc2)CC1	3.1	4	1.5	4	/	-4	2	/	-2	/	1
CC(C)N1CCNCC1	2.5	-1	0.5	-3	-10	12	-1	1.7	0	1.5	-11
COC(=O)c1nnn(-c2nc(N(C)C)nc(N(C)C)n2)c1C	1.1	-1	1.4	1	-17	-14	-6	-1.5	0	-1.3	-2
O=C(c1ccc(C(F)(F)F)cc1)C1CCCN(C(=O)c2cnccn2)C1 (stereo not given)	2.6	-1	1.7	3	-1	-23	-2	0.9	-4	0.4	1
CC(C)NC(=O)NC(=O)CSc1nnc(-c2c[nH]c3ccccc23)o1	2.8	-6	1.7	0	32	10	-3	0.6	-2	1.6	-12
O=C(Cc1ccccc1)NCc1ccc(F)cc1	1.8	9	0.1	2	-2	-6	5	0.3	-2	1.3	-5

# (continued)
mol | phage Ecoli inh | PKA-R2B activ | CDK5 p35 inh | HTR5A ag ctr | SUMO Mot1 rescue | HTR5A inv ag | Tat export inh | Ecoli viability | DAGLB inhibitor | AddAB inh | PKA-R1A act
COc1ccc(-c2sc3ccc(OC)cc3c2C#Cc2cncn2C)cc1 | -0.9 | 5 | -2.0 | 3 | 11 | -4 | 0 | -1.4 | -2 | -1.9 | -5
Cn1c(C(=O)NCc2ccccn2)cc2c(=O)n(C)c3ccccc3c21 | 3.2 | -1 | -0.9 | 13* | 9 | -36 | -3 | 1.7 | 0 | 4.4 | 0
Nc1nnnn1/N=C/c1cccc(Br)c1 | 2.0 | 1 | -1.6 | 0 | -1 | 2 | -3 | 0.0 | -1 | 2.6 | -4
O=S(=O)(Nc1cccc2nsnc12)c1ccccc1 | -0.5 | -4 | -1.1 | 7 | 100 | 17 | -16 | 2.7 | 3 | 0.1 | -5
N#Cc1ccc(C(=O)NC23CC4CC(CC(C4)C2)C3)cc1 | 2.9 | 1 | -0.8 | 5 | 231 | -18 | -1 | -0.3 | -1 | 0.8 | -3
COc1ccc(S(=O)(=O)N2CCN(Cc3ccc4c(c3)OCO4)CC2)c2ccccc12 | 0.6 | -9 | 0.3 | 3 | 86 | -8 | -10 | 0.3 | -1 | 3.6 | -5
O=S(=O)(c1c(F)cccc1F)N1CCN(Cc2c(O)ccc3ccccc23)CC1 | 0.1 | -12 | -0.5 | 5 | 18 | -7 | -7 | -0.3 | -5 | -0.1 | -11
CCCCNC(=O)c1cccc(S(=O)(=O)N2CC3(C)CC2CC(C)(C)C3)c1 (stereo not given) | 0.7 | -8 | 0.9 | -2 | -9 | -1 | 3 | 0.9 | -5 | 1.6 | -1
COCCNC(=S)Nc1cc(OC)c(NC(=O)c2ccco2)cc1OC | 5.0 | -15 | -2.6 | 3 | -4 | 16 | -7 | -2.5 | -1 | 1.4 | 0
O=C(CCl)N1N=C(c2ccco2)CC1c1ccco1 (stereo not given) | 1.4 | 10 | 5.6 | 0 | 6 | -6 | -5 | -3.6 | -8 | 0.1 | 5
COc1ccc2c(-c3cc4ccc(OCc5ccc(F)cc5)cc4oc3=O)cc(=O)oc2c1 | 3.9 | -7 | 1.0 | 1 | 3 | 10 | 1 | 0.3 | 0 | 2.6 | -15
COCCNc1nc(C)cc(-c2cc(-c3ccc(Cl)cc3)on2)n1 | 0.2 | -1 | 0.8 | 0 | 182 | -9 | 7 | 1.2 | -3 | -0.5 | -2
O=C(COc1ccc2c3c(c(=O)oc2c1)CCCC3)NCCN1CCOCC1 | / | 4 | 0.8 | 2 | 1 | 6 | -2 | 1.7 | -1 | 4.5 | -5
CN(Cc1ccccc1)S(=O)(=O)c1ccc(NC(=S)NC(=O)C(C)(C)C)cc1 | 2.9 | -17 | -0.2 | -3 | 1 | 17 | -10 | -0.8 | -4 | 4.5 | -6
C[C@H](CO)N1C[C@H](C)[C@@H](CN(C)Cc2ccc(C(=O)O)cc2)Oc2c(NC(=O)C3CC3)cccc2C1=O | 0.7 | 3 | -0.8 | 1 | 97 | -3 | -10 | -1.6 | -4 | 0.7 | 6
Oc1c(C=Nc2ccccc2)sc(=S)n1Cc1ccccc1 | 4.5 | -4 | -3.4 | 1 | -8 | -4 | -5 | -2.1 | -5 | 1.6 | 1
Cc1ccc(-n2cc(-c3ccccc3)c3c(=O)[nH]cnc32)cc1 | 3.4 | -2 | -3.8 | -1 | 353 | 21 | 7 | 1.9 | 4 | 1.6 | -10
CCc1cccc(NC(=O)COC(=O)c2cc([N+](=O)[O-])ccc2N2CCOCC2)c1 | 2.8 | -10 | 0.2 | -6 | 1 | 17 | -4 | 2.0 | -5 | -1.7 | -14
COc1ccc(OC)c(C2=NOC(C(=O)Nc3cccnc3)C2)c1 (stereo not given) | 5.0 | 3 | 0.2 | -3 | -9 | 9 | 2 | -4.7 | -1 | -1.9 | -3
Nc1nc(Sc2ccc([N+](=O)[O-])cc2[N+](=O)[O-])n[nH]1 | 1.5 | 1 | 0.4 | 1 | 51 | -14 | -5 | -1.0 | -1 | 5.0 | -7
CCOC(=O)c1ccccc1NC1c2ccccc2C(=O)N1C1CCN(C(=O)OCC)CC1 (stereo not given) | 2.4 | 4 | 0.2 | 0 | -13 | 19 | 9 | 0.1 | -1 | 1.8 | -5
O=S(=O)(NCC(O)c1ccccc1)c1cc(Cl)sc1Cl (stereo not given) | -0.1 | 2 | -1.0 | -2 | 4 | 11 | -6 | 1.2 | 2 | -1.0 | -7
CCC(C)N(C(=O)COC(=O)c1cc([N+](=O)[O-])ccc1N1CCOCC1)C1CCS(=O)(=O)C1 (stereo not given) | 2.9 | -2 | -1.7 | 8 | -9 | -23 | 3 | -0.1 | -2 | 5.2 | 2
Fc1ccccc1C1CC(c2ccco2)=Nc2ccccc2S1 (stereo not given) | -1.1 | -7 | 0.8 | 1 | 75 | -4 | -1 | 0.8 | -6 | -1.0 | -8

# Records listed above marked active in PKA-R1A act:
compound | phage Ecoli inh | PKA-R2B activ | CDK5 p35 inh | SUMO Mot1 rescue | Tat export inh | DAGLB inhibitor | AddAB inh | PKA-R1A act
CCC(C)(C)n1nnnc1C(c1cc2cccc(C)c2[nH]c1=O)N1CCN(C(=O)c2ccco2)CC1 (stereo not given) | 2.5 | 2 | -2.5 | 2 | 6 | 1 | 1.2 | 19*

# 3 entries from above, ordered by the value under phage Ecoli inh, high to low:
SMILES	phage Ecoli inh
COc1ccc(OC)c(C2=NOC(C(=O)Nc3cccnc3)C2)c1 (stereo not given)	5.0
CCc1cccc(NC(=O)COC(=O)c2cc([N+](=O)[O-])ccc2N2CCOCC2)c1	2.8
C[C@H](CO)N1C[C@H](C)[C@@H](CN(C)Cc2ccc(C(=O)O)cc2)Oc2c(NC(=O)C3CC3)cccc2C1=O	0.7

# Compound activity (PubChem)
